Compound activity (PubChem BioAssay)
NPY2 pot ag – human NPY-Y2 potentiation or agonism, primary screen; AID 1359; activation, % at 3.6 µM; hit rate 0.45% among 220,000; cells expressing NPY-Y2, potentiator/agonist read-out; P49146; in the data active = activation above about 27%;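 note: cells stimulated with NPY near EC25 plus isoproterenol at EC100; 0% = vehicle plus submaximal agonist and 100% = vehicle plus saturating agonist; some results beyond the cut were filed as inactive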
Mdm2 ligase inh – blocks human Mdm2 ubiquitin ligase activity; Q00987; hit rate 0.11% among 210,000; signal enhancement, % at 5 µM; cell-based MDM2 ubiquitination luciferase reporter, 2 h; 0 = plate control, 100 = twice control, blank-subtracted; AID 1230;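 active = signal enhancement of 30% or more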;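 note: luminescence tracks abundance of the self-degrading MDM2-luciferase fusion protein; higher signal means inhibition of MDM2 E3 ligase activity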
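Material: Stable MDM2–luciferase fusion reporter cells | Amount: 2000 cells seeded into each well | Dosing: One concentration, 5 µM, with 0.2% DMSO | Incubation: 4 h cell settling then 2 h compound exposure, 37 °C | Measured by: Luciferase luminescence | Read-out basis: % enhancement relative to plate controls after blank subtraction | Benchmarks: Control and blank well means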
Runt-CBFb FRET – inhibitors of human RUNX1 Runt domain binding to CBFb. Cerulean-Runt/Venus-CBFb FRET ratio 530/480, 1 h. inhibition, % at 20 µM. hit rate 0.46% among 220,000;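 active = inhibition over about 50% at 20 µM in the single-dose screen, limit read from the data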;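 note: 0% = DMSO wells and 100% = excess unlabeled CBFb competitor control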
Target sequence (Q01196 whole entry, looked up, the tested form may be a part): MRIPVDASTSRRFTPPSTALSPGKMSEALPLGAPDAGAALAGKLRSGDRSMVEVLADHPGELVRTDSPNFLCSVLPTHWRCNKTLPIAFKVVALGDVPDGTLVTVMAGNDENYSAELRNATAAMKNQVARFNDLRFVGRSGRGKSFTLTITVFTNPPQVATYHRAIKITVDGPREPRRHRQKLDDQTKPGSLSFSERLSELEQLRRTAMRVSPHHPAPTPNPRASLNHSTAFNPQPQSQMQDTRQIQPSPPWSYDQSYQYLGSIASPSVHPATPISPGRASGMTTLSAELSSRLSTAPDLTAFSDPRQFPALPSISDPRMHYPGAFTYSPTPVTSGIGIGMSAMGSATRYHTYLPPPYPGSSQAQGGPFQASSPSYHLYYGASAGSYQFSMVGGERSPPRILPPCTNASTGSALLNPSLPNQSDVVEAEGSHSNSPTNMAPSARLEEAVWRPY
Target sequence (Q13951 whole entry, looked up, the tested form may be a part): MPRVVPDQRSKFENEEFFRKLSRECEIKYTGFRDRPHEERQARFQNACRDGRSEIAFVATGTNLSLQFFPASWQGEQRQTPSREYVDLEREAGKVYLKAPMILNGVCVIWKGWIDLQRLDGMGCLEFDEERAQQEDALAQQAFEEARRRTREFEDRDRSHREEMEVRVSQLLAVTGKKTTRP
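Schedule: protein complex preformed 1 h, compound exposure 1 h, room temperature, dark; test system: Cerulean-labeled Runt domain protein; amount: 100 nM per protein; buffer or medium: Tris 50 mM pH 7.5, KCl, K2SO4, 0.01% BSA; read-out: loss of energy transfer signal; detection: FRET fluorescence; controls: 5 µM unlabeled CBFb as full-inhibition high control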
NPY-Y1 PAM-ag – potentiators or agonists of human neuropeptide Y receptor Y1. P25929. NPY-Y1 expressing cells, potentiator/agonist activation. activation, % at 3.6 µM. hit rate 0.37% among 220,000. AID 1304; in the data active = activation above about 33%, passing the limit was not always enough;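 note: cells stimulated with NPY at EC10 then isoproterenol at EC100; 0% = low agonist plus stimulus and 100% = saturating agonist plus stimulus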
NPY-Y1 antag – NPY-Y1 (human) receptor antagonism. P25929. HEK293-CNG Y1 cells, membrane potential fluorescence; NPY at EC95, then isoproterenol. inhibition, % at 3.6 µM. hit rate 1% among 200,000. AID 1040;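 active = inhibition above the campaign mean inhibition of all tested compounds plus 3 SD, cut at about 20% in these data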;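 note: 0% = DMSO wells given NPY plus isoproterenol and 100% = isoproterenol alone without NPY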
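Assay system: HEK293 Y1/CNG channel cell line; Doses: single compound dose of 3.6 µM, 0.4% DMSO; Timing: dye 3 h, compound 60 min room temperature, stimulation 45 min; Technique: Membrane-potential fluorescent dye readout; Measure: % inhibition of NPY effect.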
RBBP9 inh – inhibitors of human serine hydrolase RBBP9; hit rate 0.2% among 220,000; recombinant RBBP9, FP-Rh probe fluorescence polarization; inhibition, % at 7.94 µM;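 active = inhibition above the campaign mean of all tested compounds plus 3 SD, cut at about 14% in these data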;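 note: plate controls were DMSO wells with RBBP9 for no effect and wells lacking RBBP9 protein for full effect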
Target sequence (O75884 whole entry, looked up): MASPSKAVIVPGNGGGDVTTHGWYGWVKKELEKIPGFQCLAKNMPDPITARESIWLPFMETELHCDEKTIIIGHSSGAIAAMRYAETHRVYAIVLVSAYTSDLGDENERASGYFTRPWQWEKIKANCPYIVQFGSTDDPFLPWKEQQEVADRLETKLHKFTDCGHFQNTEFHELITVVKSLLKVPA
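Measured by: FP readout at 525/598 nm; material: recombinant human RBBP9; also added: Serine-hydrolase probe FP-Rh, 375 nM pre-mixing; medium: Tris buffer pH 8.0, NaCl, Pluronic; replication: one well per compound; doses: one concentration, 7.94 µM nominal, 0.794% DMSO; timing: preincubation 30 min plus labeling 45 min at 25 °C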
p97 ATPase inh – blocks human p97 ATPase activity. recombinant p97 ATPase, Kinase-Glo ATP luminescence, 3 h. inhibition, % at 8 µM. AID 1481. hit rate 0.42% among 220,000. P55072; in the data active = inhibition above about 15%;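 note: 0% = DMSO vehicle and 100% = wells lacking enzyme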
Hck-Nef inh – human Hck-Nef kinase inhibition. P08631. hit rate 0.68% among 220,000. Recombinant Hck-YEEI plus Nef, Z-Lyte FRET kinase assay. AID 463187. inhibition, % at 20 µM;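 active = Hck-Nef kinase inhibition above about 50%, limit read from the data; inactive = inhibition below that limit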;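 note: 0% = DMSO with Hck plus Nef and 100% = Hck alone without Nef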
Runt-SMMHC FRET – Runt domain-CBFb-SMMHC interaction inhibition; inhibition, % at 20 µM; Q01196+Q13951; AID 1434; Cerulean-Runt/Venus-CBFb-SMMHC FRET ratio 530/480, 1 h; hit rate 0.74% among 220,000;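 active = mean inhibition across duplicate retests at 20 µM reaching about 50%, limit read from the data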;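 note: 0% = DMSO wells and 100% = wells with excess untagged CBFb-SMMHC; inhibitors lower the FRET ratio by blocking Runt binding to CBFb-SMMHC; some results filed as inactive read as strong as hits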
* = called active by the depositor; / = not tested or not shown.

Order of values – Hck-Nef inh, NPY-Y1 antag, RBBP9 inh, Runt-SMMHC FRET, NPY2 pot ag, NPY-Y1 PAM-ag, Runt-CBFb FRET, p97 ATPase inh, Mdm2 ligase inh
CCN(C(=O)c1ccc(NC(C)=O)cc1)c1ccccc1C
    -22, 5, -5, -4, -36, 4, 2, 5, -9
Cc1cc(C(=O)NC(C)c2ccncc2)cs1 (centres undefined)
    6, -6, -7, -1, 13, 1, 0, 2, -12
COCCSc1ccccc1C(=O)Nc1ccc([N+](=O)[O-])cc1OC
    14, 0, -7, 5, -8, -7, 1, -1, 0
CCCCCCN(C(=O)CCCCCN1C(=O)NC(c2ccc(C3CCCCC3)cc2)C(C(=O)OCc2ccccc2)=C1C)C(C(=O)NCCCC)c1ccc(OCC(=O)OC)c(C(=O)OC)c1 (centres undefined)
    23, /, /, -5, /, /, -8, /, -11
CC(C)NC(=O)c1ccccc1S(=O)(=O)c1ccccc1C#N
    -1, -4, -4, 1, -19, -12, 1, -4, -17
CCc1cc2cc(C(=O)N3CCN(c4ccccc4)CC3)sc2s1
    -1, 13, -3, -2, 8, -40, 2, -2, -10
COc1ccc(-c2ccc(SCC(=O)NCc3ccc4c(c3)OCO4)nn2)cc1OC
    -3, 1, -8, -2, -4, 8, 0, 5, -1
COc1ccccc1OCC(=O)Nc1ccc(S(=O)(=O)Nc2nc(C)cc(C)n2)cc1
    1, 2, -4, 0, 4, 4, 0, 2, -7
COc1ccc(S(=O)(=O)N2CCC(N3CCCCC3)CC2)cc1
    3, 3, -4, -1, 5, -4, -2, 0, 1
CCn1c(C2CC(=O)N(c3ccc(C)c(C)c3)C2)nc2ccccc21 (centres undefined)
    4, 0, 7, 3, 11, -4, 2, 8, /
CNC(=O)c1nc(C)c(C2(C)CC(c3ccccc3)=NO2)s1 (centres undefined)
    20, /, /, 2, /, /, 2, /, 7
CCOC(=O)C1(CCOc2ccccc2)CCN(Cc2cnc(SC)nc2)CC1
    2, 7, -3, -6, -11, -6, -6, -4, -9
CCCCNC(=O)c1ccc(Cn2c(=S)[nH]c3c([nH]c4ccc(OC)cc43)c2=O)cc1
    16, 7, -5, 2, -7, -29, 2, 2, 2
CCOC(=O)N1CCN(c2c(NCCOC)c(=O)c2=O)CC1
    1, -4, -4, -7, -6, -1, 2, -1, -1
CCC(=Nc1ccc(Cc2ccncc2)cc1)c1c(O)n(C)c(=O)n(C)c1=O
    2, -3, -4, -1, 4, 6, -2, 7, 2
Cc1[nH]c(=O)[nH]c(=O)c1S(=O)(=O)N1CCCC1
    1, -1, -5, -3, 9, 16, 1, -4, 0
CCOC(=O)c1nnn(-c2nonc2N)c1COc1cc(C)c(Cl)c(C)c1
    0, 22*, -6, 2, -19, -35, -7, -2, /
COn1c(SCc2ccccc2)nc2ccccc2c1=O
    2, 6, 0, -5, -3, -15, -5, 3, -8
Cc1ccccc1NC(=O)c1c(C)cc(=O)oc1C
    26, /, -12, 3, 0, 14, 2, 2, /
Cc1[nH]n(-c2ccc([N+](=O)[O-])cc2)c(=O)c1C=NCCN1CCN(C(=O)c2ccccc2F)CC1
    1, -2, -2, -11, -1, -3, /, -45, 0
COc1ccccc1NC(=O)COc1ccccc1C(=O)c1cnn(-c2ccccc2)c1
    0, 9, -10, 3, -10, -19, 0, -4, -6
COC(=O)CCC(=O)Nc1sc(C)c(C)c1C(N)=O
    6, 0, 0, 8, 19, 15, 46, 5, -20
O=C(O)c1ccc(S(=O)(=O)c2ccc3c(c2)C(=O)N(CC2CCCO2)C3=O)cc1 (centres undefined)
    0, 11, -3, -2, -5, -13, -1, 11, -18
Cc1cc2ncn(CC(O)COc3cccc(C(=O)O)c3)c2cc1C (centres undefined)
    1, 2, 3, -6, 12, 3, 0, 4, -1
CC1=NC(C)(C)Cc2ccccc21
    1, 3, 3, -2, -10, -5, -2, -3, -22
O=C(c1ccc(Cl)cc1)N1CCCC(C(=O)N2CCc3ccccc3C2)C1 (centres undefined)
    19, /, -2, 2, -17, -14, -1, 0, -19
CCOc1ccc(Br)cc1S(=O)(=O)Nc1ccc(Cl)c(S(=O)(=O)N(CC)c2ccccc2)c1
    3, 2, -16, 9, 7, 25, 1, -1, 0
O=C(Nc1nc(-c2cc3ccccc3oc2=O)cs1)c1ccco1
    5, 8, -8, -10, -3, -8, -2, -1, -15
CC(NC(=O)Nc1cccnc1)(C(F)(F)F)C(F)(F)F
    -1, 3, -8, -2, -12, 1, 0, -1, -8
Cn1c(NC(=O)c2ccccc2F)c(-c2cccs2)c(=O)c2ccccc21
    3, /, -9, -1, -3, 1, 0, -3, -4

Order of values – Hck-Nef inh, NPY-Y1 antag, RBBP9 inh, Runt-SMMHC FRET, NPY2 pot ag, NPY-Y1 PAM-ag, Runt-CBFb FRET, p97 ATPase inh, Mdm2 ligase inh
O=C(NCc1ccc(F)cc1)c1ccc(CS(=O)(=O)c2ccc(Br)cc2)o1
    17, /, -6, -1, -12, 21, 1, -4, -10
CCN(CC)C(=O)CN(c1cccc(Br)c1)S(C)(=O)=O
    14, 0, -3, -2, 4, 3, -2, 2, -10
COc1ccc(C)cc1NC(=O)COC(=O)c1c(C)noc1C
    -24, 3, -5, -1, 0, -5, -2, 4, -26
CCNC(=O)c1ccc(C23CC4CC(CC(C4)C2)C3)o1
    -5, -6, 1, 2, 5, 8, -1, 2, 4
Cc1ccc(OCCN(C)C)c([N+](=O)[O-])c1
    7, -3, 2, -1, -8, 8, -2, 5, 4
CCN(CC)c1nc2nonc2nc1N(CC)CC
    1, 4, 0, -1, 4, 2, 2, 0, 15
Clc1ccc(Cl)c2sc(N3CCOCC3)nc12
    0, 3, -6, /, -6, -11, /, 2, /
Cc1cc(NC(=O)CSc2nnc(-c3ccccc3)o2)no1
    27, -3, 2, 5, -16, -1, 1, 3, -3
CC1CCN(CC(=O)NCCc2ccc(F)cc2)CC1
    16, 4, -8, -3, 6, 22, 1, 1, 0
CCCC(=O)Nc1cccn(Cc2ccccc2Br)c1=O
    1, -3, -5, 1, 5, 0, 0, 0, -8
Cc1cc(C)n2nc(C(F)(F)F)c(-c3ccccc3)c2n1
    22, 12, -2, 2, -9, -7, -2, 1, 6
CC(=N)C1=C(O)CC(C)(C)CC1=O
    4, -3, -7, -4, -9, -5, 2, -3, -22
CC(C)CC(=O)Nc1nc2ccc(S(C)(=O)=O)cc2s1
    26, 2, -7, 0, 2, 0, 0, 3, 9
Cc1cc2nc(Sc3c([N+](=O)[O-])nc(C)n3Cc3ccccc3)[nH]c2cc1C
    0, 2, -3, 1, -2, -6, 2, -2, -7
CCOc1ccc(NC(=O)CC(c2ccccc2)c2ccc(F)cc2)cc1 (centres undefined)
    0, -3, -10, 4, 6, -12, 1, -5, -19
COC(=O)CCC(=O)NNC(=O)c1cccc(Cl)c1
    1, 5, 0, 1, 2, -20, 3, 2, -6
CN1CCN(c2ccccc2NC(=O)c2cccc(OCc3ccccc3)c2)CC1
    -2, 7, 5, 0, -6, -49, -1, -2, -19
CC(C)C(NC(=O)c1ccc(C(C)(C)C)cc1)C(=O)NCCc1ccccn1 (centres undefined)
    -4, 1, -4, 0, 22, -2, -4, 3, 2
O=C(C1Cc2ccccc2CN1S(=O)(=O)c1ccc(F)cc1)N1CCCCC1 (centres undefined)
    0, 2, -8, 1, 10, -8, 2, -8, -1

Whole records, looked up by structure. Screens in order: Hck-Nef inh | NPY-Y1 antag | RBBP9 inh | Runt-SMMHC FRET | NPY2 pot ag | NPY-Y1 PAM-ag | Runt-CBFb FRET | p97 ATPase inh | Mdm2 ligase inh
Results for CCNC(=O)c1ccc(C23CC4CC(CC(C4)C2)C3)o1 : -5 | -6 | 1 | 2 | 5 | 8 | -1 | 2 | 4
Results for COC(=O)CCC(=O)NNC(=O)c1cccc(Cl)c1 : 1 | 5 | 0 | 1 | 2 | -20 | 3 | 2 | -6
Results for Cc1cc2nc(Sc3c([N+](=O)[O-])nc(C)n3Cc3ccccc3)[nH]c2cc1C : 0 | 2 | -3 | 1 | -2 | -6 | 2 | -2 | -7

Part of the list above, field by field:
CCN(CC)c1nc2nonc2nc1N(CC)CC
  Hck-Nef inh = 1
  NPY-Y1 antag = 4
  RBBP9 inh = 0
  Runt-SMMHC FRET = -1
  NPY2 pot ag = 4
  NPY-Y1 PAM-ag = 2
  Runt-CBFb FRET = 2
  p97 ATPase inh = 0
  Mdm2 ligase inh = 15

Clc1ccc(Cl)c2sc(N3CCOCC3)nc12
  Hck-Nef inh = 0
  NPY-Y1 antag = 3
  RBBP9 inh = -6
  Runt-SMMHC FRET = /
  NPY2 pot ag = -6
  NPY-Y1 PAM-ag = -11
  Runt-CBFb FRET = /
  p97 ATPase inh = 2
  Mdm2 ligase inh = /
